KCNQ2 block: KCNQ2 potassium channel inhibitors, primary screen, cell-based, CHO-K1, FluxOR thallium flux, B-score (AID 2156) | Potassium voltage-gated channel subfamily KQT member 2 (Rattus norvegicus), O88943 | 20 min; stronger effect = lower value | B-score at 10 µM | actives 1.1% (n = 310,000);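 active = fluorescence ratio B-score at most minus 3 library SDs, with starting brightness B-score within 2 library SDs, cut at about -5.5 in these data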
CHT inh: inhibitors of human choline transporter CHT; B-score at 10 µM; actives 0.86% (n = 310,000); CHT-expressing cells, membrane potential dye, choline response; stronger effect = lower value;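 active = B-score over 3 SD under the library average, and starting fluorescence ratio not unusually high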;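 also: choline stimulus applied at its EC90 after an EC20 pre-addition; B-score computed on integrated fluorescence ratio after choline addition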
Target sequence (Q9GZV3 whole entry, looked up): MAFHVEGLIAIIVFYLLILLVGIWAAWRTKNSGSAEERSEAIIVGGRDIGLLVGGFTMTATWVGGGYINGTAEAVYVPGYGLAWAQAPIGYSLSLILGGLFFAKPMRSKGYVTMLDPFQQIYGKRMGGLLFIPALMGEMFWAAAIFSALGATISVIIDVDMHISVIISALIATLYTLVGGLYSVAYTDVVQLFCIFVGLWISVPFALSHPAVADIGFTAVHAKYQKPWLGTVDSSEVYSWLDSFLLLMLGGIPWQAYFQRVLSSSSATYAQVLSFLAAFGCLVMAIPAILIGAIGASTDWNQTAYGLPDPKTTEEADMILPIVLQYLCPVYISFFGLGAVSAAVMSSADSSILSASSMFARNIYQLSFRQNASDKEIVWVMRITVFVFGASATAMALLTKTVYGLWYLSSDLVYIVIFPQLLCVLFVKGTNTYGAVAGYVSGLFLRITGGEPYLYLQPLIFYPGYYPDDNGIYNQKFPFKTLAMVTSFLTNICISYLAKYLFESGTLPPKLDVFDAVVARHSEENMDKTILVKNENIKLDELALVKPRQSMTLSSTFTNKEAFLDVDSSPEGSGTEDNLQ
Kir21 inh: inhibitors of mouse Kir2.1 inward-rectifier potassium channel | B-score at 10 µM | HEK293-Kir2.1, FluxOR thallium flux fluorescence; stronger effect = lower value | AID 1672, 2009 | Inward rectifier potassium channel 2 (Mus musculus), P35561 | actives 0.85% (n = 310,000);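 active = fluorescence ratio B-score at or below minus 3 SD of library scores, with starting-brightness B-score within 2 SD, cut at about -4.2 in these data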;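 also: channel flux triggered by added potassium and thallium sulfate stimulus; B-score of peak minus minimum fluorescence over baseline after thallium stimulus; more negative B-score means stronger Kir2.1 block with less thallium influx; some compounds called inactive have numbers as strong as hits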
Target sequence (P35561 whole entry, looked up): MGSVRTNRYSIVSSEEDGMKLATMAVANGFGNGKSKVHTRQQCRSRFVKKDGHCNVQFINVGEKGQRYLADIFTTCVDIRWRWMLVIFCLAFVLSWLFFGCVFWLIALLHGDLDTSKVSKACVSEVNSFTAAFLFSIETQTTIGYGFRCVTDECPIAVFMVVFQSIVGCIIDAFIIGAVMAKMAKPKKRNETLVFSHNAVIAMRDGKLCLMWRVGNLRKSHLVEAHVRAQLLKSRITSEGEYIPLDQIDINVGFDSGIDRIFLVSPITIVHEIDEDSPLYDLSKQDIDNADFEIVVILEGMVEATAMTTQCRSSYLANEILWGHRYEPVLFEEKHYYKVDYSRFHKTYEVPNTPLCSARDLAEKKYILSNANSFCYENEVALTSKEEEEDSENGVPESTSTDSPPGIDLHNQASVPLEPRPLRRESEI
* = called active by the depositor; i = inactive; / = not tested or not shown. Compounds as they come; about 2.6% have a hit in one of these screens.

| Molecule | KCNQ2 block | CHT inh | Kir21 inh |
| --- | --- | --- | --- |
| O=C(NCc1ccco1)C(=O)NCC1OCCN1S(=O)(=O)c1ccccc1 (configuration not stated) | i | i | -0.67 |
| Cc1ccc(-n2c(=O)[nH]cc(C(=O)N3CCc4ccccc43)c2=O)cc1C | i | i | -1.1 |
| CC(=O)/C(CN1CCCCC1)=N\O | i | i | -3.6 |
| COc1ccc(Nc2nccc(-c3ccc(C#N)cc3)n2)cc1 | i | i | 0.19 |
| O=C(NC1CCCCC1)c1ccc(CS(=O)(=O)Cc2ccccc2F)o1 | i | i | 0.94 |
| Cc1ccc(NS(=O)(=O)c2ccc(CCC(=O)NC3CC3)cc2)cc1 | i | i | -0.22 |
| COC(C/C=C/C(=O)[C@@H](C)OCc1ccccc1)OC | i | i | 0.45 |
| CCC(NC(=O)C1CCC1)c1ccccc1 (configuration not stated) | i | i | -0.56 |
| CCC(=O)NNC(=O)CSc1nnc(-c2ccccc2)c(-c2ccccc2)n1 | i | i | 1.2 |
| O=C(Cc1cccs1)Nc1ccc(F)c(F)c1 | i | i | 1.2 |
| O=C(CN1C(=O)NC2(CCCC2)C1=O)OCCOc1cccc(Br)c1 | i | i | -0.75 |
| O=C(NCCn1cccn1)C1CCC(=O)N(CCc2ccc(Cl)cc2)C1 (configuration not stated) | i | i | -0.76 |
| O=C(CS(=O)(=O)c1ccccc1)N(CCCN1CCOCC1)c1nc2c(F)cccc2s1 | i | i | -1.6 |
| CCC1(CC)NC(=O)N(Cc2nc3ccccc3s2)C1=O | i | i | -1.5 |
| CCCN(CCC)S(=O)(=O)c1ccc(NC(=O)C2CCCO2)cc1 (configuration not stated) | i | i | -2.3 |
| CC(C)n1nc(C(=O)NCc2ccc3c(c2)OCO3)c2ccccc2c1=O | i | i | 0.23 |
| CCCN1CCN(C(=O)CCCn2c(C)c3cnn(-c4ccccc4)c(=O)c3c2C)CC1 | i | i | 0.04 |
| CC(C)(C)OC(=O)NCCCCCNC(=O)c1[nH]cnc1C(=O)N[C@@H](Cc1ccccc1)C(=O)OCc1ccccc1 | i | i | 1.8 |
| CCOC(=O)Cc1csc(NC(=O)/C=C/c2cccc(Br)c2)n1 | i | i | -0.79 |
| CC(Sc1nc(-c2ccccc2)cc(=O)[nH]1)C(=O)O (configuration not stated) | i | i | 0.76 |
| O=C(Nc1ccc(Cl)cc1)C1CCCN(c2ncnc3c2nc2n3CCCCC2)C1 (configuration not stated) | i | i | -0.03 |
| COc1ccc(-c2csc(NC3OC(=O)c4c3ccc(OC)c4OC)n2)cc1OC (configuration not stated) | i | i | -1.7 |
| COc1ccc(C2=NN(C(C#N)c3ccc(OC)cc3)C(c3ccccc3)C2)cc1 (configuration not stated) | i | i | 0.39 |
| CCN(CC)c1ccc(C=Nc2ccccc2)c(O)c1 | i | i | 1.2 |
| COc1cc(S(=O)(=O)n2cnc3ccccc32)ccc1Br | i | i | 0.12 |
| S=c1[nH]nc2nnc3ccccc3n12 | i | i | 0.65 |
| Cc1occc1C(=O)Nc1ccccc1C(=O)O | i | i | -2.6 |
| Cc1ccc2nsnc2c1S(=O)(=O)N(CCO)Cc1cc2cc3c(cc2[nH]c1=O)OCCO3 | i | i | -1.5 |
| Cc1c(C(=O)O)oc2c1C(=O)CC(C)(C)C2 | i | i | -0.55 |
| C/C(=N\N=C(N)N)c1cccc([N+](=O)[O-])c1 | i | i | -0.15 |
| CC(=O)N(c1nc(CCl)cs1)c1cccc(C)c1C | i | i | -0.65 |
| CN(Cc1c(F)cccc1Cl)C(=O)c1cnc2ccccc2n1 | i | i | 0.89 |
| CN(Cc1ccccc1)S(=O)(=O)c1ccc(Cl)c(C(=O)O)c1 | i | i | 1.3 |
| C/C(=N\NC(=O)CC1N=C(Cc2ccccc2)NNC1=O)c1ccncc1 (configuration not stated) | i | i | 0.46 |
| COc1cc(C(=O)N(Cc2ccc(N(C)C)cc2)C2CCS(=O)(=O)C2)cc(OC)c1OC (configuration not stated) | i | i | -0.58 |
| O=C(NCc1cccc(C(F)(F)F)c1)c1ccc2c(c1)OCO2 | i | / | -0.28 |
| CCCCOc1ccc(C(=O)N=c2sccn2C)cc1OC | i | i | 0.78 |
| O=C(O)c1ccc(S(=O)(=O)N2CCc3ccccc3C2)cc1 | i | i | 2.7 |
| COc1ccc(CCNC(=O)C2CC2)cc1 | i | i | -0.55 |
| CCCc1nn(-c2cc(Cl)ccc2OC)c2c1C(=O)CC(C)(C)C2 | i | i | -1.2 |
| COc1ccc(CNC(=O)C2(CC3CC(c4ccccc4)=NO3)CCN(C(=O)OC(C)(C)C)CC2)cc1 (configuration not stated) | i | i | -0.09 |
| O=C(c1ccccc1Oc1ccccc1)N1CCN(c2ccccc2F)CC1 | i | i | 1.1 |
| CCCCn1c(=O)n(CC(=O)NCc2ccc(C)cc2)c(=O)c2c1nc(CO)n2CCC | i | i | 1.3 |
| Cn1cc(C(=O)N2CCc3ccccc3C2)c(=O)c2cc(S(=O)(=O)N3CCOCC3)ccc21 | i | -6* | 0.63 |
| Cn1c(-c2cc(Br)ccc2O)n[nH]c1=S | i | i | 1.3 |
| Cc1ccc2c(ccc(=S)n2C)c1 | i | i | 0.55 |
| COc1ccc(CCNCc2ccccc2N2CCCC2)cc1 | i | i | -3.6 |
| CCN(CC)CCNc1nc2c(c(=O)n(C)c(=O)n2C)n1C/C=C(/C)Cl | i | i | -0.31 |
| Cc1ccc(-n2c(C)cc(C(=S)N3CCOCC3)c2C)cc1C | -7.4* | i | -1.1 |
| CCOc1ccc(N(CC(=O)Nc2ccccc2C(=O)NCc2ccco2)S(C)(=O)=O)cc1 | i | i | -0.67 |

In the list so far, these contain a tert-butyl group.
| Molecule | KCNQ2 block | CHT inh | Kir21 inh |
| --- | --- | --- | --- |
| CC(C)(C)OC(=O)NCCCCCNC(=O)c1[nH]cnc1C(=O)N[C@@H](Cc1ccccc1)C(=O)OCc1ccccc1 | i | i | 1.8 |
| COc1ccc(CNC(=O)C2(CC3CC(c4ccccc4)=NO3)CCN(C(=O)OC(C)(C)C)CC2)cc1 (configuration not stated) | i | i | -0.09 |

Going on with the list.
Molecule,KCNQ2 block,CHT inh,Kir21 inh
COc1cc(-c2cc(C(=O)NCCc3ccc(S(N)(=O)=O)cc3)c3ccccc3n2)cc(OC)c1OC,i,i,1.8
CCN(CC)C1=CC(=[N+]2CCCC2)CC(C)(C)C1,i,i,0.97
CC(C)c1nnc(NC(=O)CCC(=O)N2CCN(c3ccc(Cl)cc3)CC2)s1,i,i,0.64
O=S(=O)(Nc1ccccc1F)c1ccc2nsnc2c1,i,i,-0.51
C/C(CC(=O)NCc1ccccc1Cl)=N/NC(=O)c1ccccn1,i,i,1.4
CCN(CC)C(=O)CSc1nc2c(sc(=S)n2-c2ccc(C)cc2C)c(=O)[nH]1,i,i,0.76
Cc1ccc(-c2nnc(SCC(=O)N3CCCC3)o2)cc1,i,i,-0.99
CCOC(=O)c1ccc(N2C(=O)CC(N3CCN(C(=O)c4ccco4)CC3)C2=O)cc1 (configuration not stated),i,i,-1.6
COc1ccccc1CNC(=O)CCC(=O)Nc1nnc(C)s1,i,i,1.6
CC/C(=N\NC(=O)c1ccc(-c2ccccc2)cc1)C12CC3CC(CC(C3)C1)C2,i,i,-1
C[N+]1(CC#CC(O)(c2ccccc2)c2ccccc2)CCCC1,i,i,-0.14
O=C(Nc1cc(S(=O)(=O)N2CCOCC2)ccc1N1CCOCC1)c1cc(=O)[nH]c2ccccc12,i,i,-1.1
CCCNC1=C(C)C(=O)CC1,i,i,0.84
O=C(/C=C/c1ccc(F)cc1)NCCCN1CCN(CCCNC(=O)/C=C/c2ccc(F)cc2)CC1,i,i,-0.92
Cc1ccc(-n2c(Cc3cccs3)nnc2SCC(N)=O)cc1,i,i,-0.07
O=C(NCC(c1cccnc1)N1CCN(c2ccc(F)cc2)CC1)C1CCCCC1 (configuration not stated),i,i,-1.5
CCC(CC)C(=O)c1c[nH]c(C(=O)OC)c1,i,i,2.5
O=C(Cn1c(=O)c2c(ncn2Cc2ccccc2)n(Cc2ccccc2)c1=O)N1CCCC1,i,i,-0.25
N#C/C(=C\Nc1ccc(F)c(Cl)c1)S(=O)(=O)c1ccccn1,i,i,0.08
COc1cc(C(=O)NC2CCCc3ccccc32)cc(OC)c1OC (configuration not stated),i,i,1.2
C=Cn1cc[n+](CC(=O)c2ccc(Br)cc2)c1,i,-6.8*,0.92
CN1CCN(c2ccc(CNC(=O)c3ccco3)cc2)CC1,i,i,0.87
CCOc1ccc(NC(=O)C2Cc3ccccc3CN2S(=O)(=O)CC)cc1 (configuration not stated),i,i,0.52
CCC12CN3CC(CC)(CN(C1)C3c1ccc([N+](=O)[O-])o1)C2=O (configuration not stated),i,i,-0.82
Cc1ccc(SCc2ccc(C(=O)Nc3cccc([N+](=O)[O-])c3)cc2)cc1,i,i,0.02
COc1ccc(C(=O)Nc2sc3c(c2C(=O)O)CC(C)(C)OC3)cc1,i,i,0.84
Cc1cccc2nc(CSc3ccc(Cl)cc3)cn12,i,i,-0.66
CCOC(=O)C1(C)C=C(Nc2cccc(OC)c2)C(=O)N1c1ccccc1 (configuration not stated),i,i,0.54
Cc1ccoc1C(=O)N1CCN(C(=O)c2occc2C)CC1,i,i,-0.15
COc1ccc(C2=NN(C(=O)CSc3nnc(C)c(=O)n3N)C(c3ccco3)C2)cc1 (configuration not stated),i,i,-0.29
Cc1cnn(C(=S)NCc2ccc(Cl)cc2)c1,i,i,0.85
Cc1ccccc1-n1cc(CNC(=O)C2CCC(=O)N(C3CC3)C2)cn1 (configuration not stated),i,i,-0.33
CCC(=O)Nc1cc(-c2nn(C)c(=O)c3ccccc23)ccc1N1CCOCC1,i,i,-7.6
COCCNC(=O)C(=O)NCC1OCCN1S(=O)(=O)c1cc(F)ccc1F (configuration not stated),i,i,-0.84
O=C(CCNC(=O)c1ccco1)Nc1ccc(OC(F)F)c(Cl)c1,i,i,0.03
COc1ccc(-n2c(O)c(/C=N/Nc3nc(C)cc(C)n3)c3ccccc3c2=O)cc1OC,i,i,1.6
NNC(=O)c1cc2c(N3CCC(Cc4ccccc4)CC3)ncnc2s1,i,i,0.99
COCCN1C(=O)C(CC(=O)Nc2ccc(C(=O)O)cc2)SC1=Nc1ccccc1 (configuration not stated),i,i,-0.54
O=C(Nn1c(=O)[nH]c2ccsc2c1=O)c1ccccc1,i,i,4.7
COc1ccc(C(=O)NCCCCCCNC(=O)c2ccc(OC)cc2)cc1,i,i,-0.15
COc1cc(/C=N/NC(=O)c2ccncc2)ccc1OCC(=O)Nc1ccc(C)c(C)c1,i,i,0.26
Cc1cc(C)c(NC(=O)c2sc3nc4c(cc3c2N)C(=O)CC(C)(C)C4)c(C)c1,i,i,-0.17
COc1cc(/C=C2/SC(=O)NC2=O)ccc1OC(=O)c1ccco1,i,i,0.93
O=C(C/C=N/OCc1ccc(F)cc1Cl)c1cnc(-c2ccccc2)s1,i,i,-0.43
COc1ccc(CN2C(=NC(=O)C3CCCCC3)SC3CS(=O)(=O)CC32)cc1 (configuration not stated),i,i,0.02
CCCN1CCN(C(=S)Nc2ccc([N+](=O)[O-])cc2)CC1,i,i,-0.56
NS(=O)(=O)c1ccc(NC(=O)COC(=O)COc2ccccc2)cc1,i,i,-0.01
Cc1c(Cl)c([N+](=O)[O-])nn1CC(=O)NC12CC3CC(CC(C3)C1)C2,i,i,-0.19
O=C(CS(=O)(=O)c1cn(CC(=O)N2CCOCC2)c2ccccc12)NCc1ccc(F)cc1,i,i,0.58
CC(C)NC(=O)Cn1cc(C(=O)C(=O)N2CCOCC2)c2ccccc21,i,i,-0.07
O=c1c(O)c(-c2cccs2)oc2ccc(Cl)cc12,i,i,-7.4
COCCN1C=C(C(=O)OC)C(c2cc(Br)c(OC)c(OC)c2)C(C(=O)OC)=C1,i,i,-2.5
Cc1nonc1OCCN1CCN(c2ccc([N+](=O)[O-])cc2)CC1,i,i,-0.81
O=C(COC(=O)c1ccco1)Nc1cccc(Br)c1,i,i,1.3
CNC(=O)CC1C(=O)N(c2ccc(F)cc2)C(=S)N1NC(=O)c1ccc(Br)cc1 (configuration not stated),i,i,1.3
Cc1ccnn2cc3c(=O)n(C)c(=O)n(C)c3c12,i,i,-0.19
CCCCCCCNC(=O)C1(CC2CC(c3cccc(Br)c3)=NO2)CCN(C(=O)CCCCCBr)CC1 (configuration not stated),i,i,-0.12

In another format: entries from further up
smiles: Cc1ccnn2cc3c(=O)n(C)c(=O)n(C)c3c12
  KCNQ2 block: i	CHT inh: i	Kir21 inh: -0.19
smiles: O=c1c(O)c(-c2cccs2)oc2ccc(Cl)cc12
  KCNQ2 block: i	CHT inh: i	Kir21 inh: -7.4
smiles: O=C(CS(=O)(=O)c1cn(CC(=O)N2CCOCC2)c2ccccc12)NCc1ccc(F)cc1
  KCNQ2 block: i	CHT inh: i	Kir21 inh: 0.58
